Source: PubChem BioAssay (NMMLSC)
VLA-4 antagonist: inhibitors of LDV-FITC ligand binding to Mn2+-activated human VLA-4 integrin; P13612; Jurkat cells, LDV-FITC binding with Mn2+, flow cytometry; 100% = Mn2+-driven binding gain fully reversed; inhibition, % at 10 µM (by protocol); hit rate 0.2% among 24,000; AID 529;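 active means inhibition above 50%; inconclusive means compound itself fluorescent, judged against control cell fluorescence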;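 further: 0% = Mn2+ stimulated cells lacking compound and 100% = ligand binding without Mn2+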
Target sequence (P13612 whole entry, looked up): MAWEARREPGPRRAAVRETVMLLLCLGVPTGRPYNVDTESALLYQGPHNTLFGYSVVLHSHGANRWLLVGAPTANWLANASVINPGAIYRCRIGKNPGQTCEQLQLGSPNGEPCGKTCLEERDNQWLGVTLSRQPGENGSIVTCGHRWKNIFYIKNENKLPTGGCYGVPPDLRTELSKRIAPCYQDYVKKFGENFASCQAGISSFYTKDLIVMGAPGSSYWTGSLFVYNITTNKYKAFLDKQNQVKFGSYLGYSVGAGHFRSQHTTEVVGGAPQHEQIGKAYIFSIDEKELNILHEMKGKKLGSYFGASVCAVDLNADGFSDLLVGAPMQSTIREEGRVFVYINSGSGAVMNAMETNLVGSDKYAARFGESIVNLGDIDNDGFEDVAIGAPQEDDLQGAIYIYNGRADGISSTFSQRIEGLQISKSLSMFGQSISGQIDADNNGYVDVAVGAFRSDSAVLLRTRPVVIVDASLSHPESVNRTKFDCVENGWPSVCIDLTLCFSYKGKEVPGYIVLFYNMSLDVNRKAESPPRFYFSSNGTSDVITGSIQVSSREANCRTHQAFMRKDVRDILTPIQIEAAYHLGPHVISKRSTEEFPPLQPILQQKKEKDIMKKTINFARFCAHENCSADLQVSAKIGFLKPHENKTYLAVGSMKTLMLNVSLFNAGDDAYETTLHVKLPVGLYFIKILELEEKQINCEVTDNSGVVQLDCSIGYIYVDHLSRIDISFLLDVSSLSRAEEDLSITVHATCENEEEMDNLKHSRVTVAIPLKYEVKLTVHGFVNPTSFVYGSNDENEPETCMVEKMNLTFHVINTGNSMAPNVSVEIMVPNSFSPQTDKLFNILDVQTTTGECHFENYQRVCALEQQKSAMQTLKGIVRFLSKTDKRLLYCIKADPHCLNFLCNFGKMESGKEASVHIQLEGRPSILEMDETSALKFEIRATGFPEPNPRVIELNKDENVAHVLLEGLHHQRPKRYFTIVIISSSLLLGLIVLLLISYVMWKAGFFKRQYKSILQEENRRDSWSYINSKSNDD
Prostate diff: LNCaP prostate cell differentiation activation | flow cytometry side scatter, 4 d | side scatter shift, % at 10 µM | hit rate 0.56% among 24,000;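 active means side scatter shift above 30%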;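 further: androgen-responsive LNCaP prostate cancer cells in charcoal-stripped serum medium; percent of cells past a gate set so DMSO wells show 10% shift; higher shift means more granular cells and more differentiation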
Autofluor Jurkat: compound fluoresces in Jurkat cells, VLA-4 screen interference; compound autofluorescence, flow cytometry; stronger effect = higher value; 1 = vehicle-only cell background; fluorescence ratio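 (tested at 10 µM compound in the well)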; hit rate 0.61% among 24,000;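 active means fluorescence ratio above 2.44, which is 1 plus 3 SD of all ratios; inconclusive means signal too bright to measure linearly, ratio around 10 or more; inactive means fluorescence ratio below 2.44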;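 further: green fluorescence of cells measured with 488 nm excitation and 530 nm emission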
VLA-4 allo ag: allosterically activates the human VLA-4 integrin | P13612 | Jurkat cells, LDV-FITC binding, flow cytometry | activation, % at 10 µM (by protocol) | 24,000 tested, under 10 active | AID 528;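 active means fluorescent ligand binding to cells raised by more than 40% of the manganese-induced maximum; inconclusive means compound's own fluorescence above 85% of the ligand control signal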;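 further: 0% = ligand binding without compound and 100% = manganese-stimulated maximal binding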
Active calls of the source: *; ? = inconclusive; . = not tested or not shown.

The first 4 entries, ahead of the listing:
entry	structure	VLA-4 antagonist	Prostate diff
1	Cc1ccnc(NC(=O)CSc2cc(=O)n(C)c3ccccc23)c1	9.0	14.0
2	CNC(=O)CC(C(=O)O)c1ccc(OCC(C)C)cc1 (stereo unspecified)	-12.0	21.0
3	Cc1c(C(=O)O)oc2ccc(S(=O)(=O)N(CC(C)C)CC(C)C)cc12	-25.7	14.0
4	O=C(CCS(=O)(=O)c1cccs1)N1CCN(c2ccc(F)cc2)CC1	3.0	3.0

entry	Autofluor Jurkat	VLA-4 allo ag
1	0.93	-5.0
2	1.07	3.5
3	1.11	-0.2
4	0.97	5.0

All compounds of this part, from the first entry:
entry	structure	VLA-4 antagonist	Prostate diff
1	Cc1ccnc(NC(=O)CSc2cc(=O)n(C)c3ccccc23)c1	9.0	14.0
2	CNC(=O)CC(C(=O)O)c1ccc(OCC(C)C)cc1 (stereo unspecified)	-12.0	21.0
3	Cc1c(C(=O)O)oc2ccc(S(=O)(=O)N(CC(C)C)CC(C)C)cc12	-25.7	14.0
4	O=C(CCS(=O)(=O)c1cccs1)N1CCN(c2ccc(F)cc2)CC1	3.0	3.0
5	CCOC(=O)N1CCC(NC(=O)c2cc(C(=O)NCc3cccc(Cl)c3)ccc2CO)CC1	-26.5	13.0
6	O=C(O)CSCNC(=O)CC12CC3CC(CC(C3)C1)C2	14.0	14.0
7	O=C(NCC(c1cccnc1)N1CCOCC1)c1ccco1 (stereo unspecified)	-3.0	4.0
8	O=C(Cn1cnc2c(nnn2-c2ccc(F)cc2)c1=O)N1CCCc2ccccc21	-7.3	7.0
9	CCCC(=O)Nc1cccc(NC(=O)CN2CCN(c3ccccc3OC)CC2)c1	-11.5	9.0
10	O=C(CCS(=O)(=O)c1cccc2nsnc12)N1CC(=O)N(CCc2ccccc2)C(=O)C1	-11.0	2.0

entry	Autofluor Jurkat	VLA-4 allo ag
1	0.93	-5.0
2	1.07	3.5
3	1.11	-0.2
4	0.97	5.0
5	1.03	0.0
6	0.77	13.0
7	0.99	1.7
8	1.02	-2.7
9	1.03	-3.0
10	1.06	-4.0

entry	structure	VLA-4 antagonist	Prostate diff
11	CCOc1cc2[nH]c(=O)n(CCCCC(=O)NC3CCCCCC3)c(=O)c2cc1OCC	66.5*	9.0
12	Cc1c(C(=O)NCc2ccc3c(c2)OCO3)oc2ccc(S(=O)(=O)N3CCC(C)CC3)cc12	19.0	5.0
13	CCCCNC(=O)c1c(O)c2cccc3c2n(c1=O)CCC3	-10.0	4.0
14	COc1ccc(C(NC(=O)CNC(C)=O)C(=O)Nc2ccc3c(c2)OCCO3)cc1 (stereo unspecified)	-8.0	5.0
15	COc1ccc(CNn2c(C)nc3ccccc3c2=O)cc1	3.0	3.0
16	COc1ccc(OC)c(N2C(N)=C(C#N)C(c3ccc(OC)c(O)c3)C3=C2CC(C)(C)CC3=O)c1 (stereo unspecified)	-6.0	4.0
17	Cn1c(=O)[nH]c(=O)c2c1nc(Br)n2Cc1ccccc1F	5.0	11.0
18	O=C1c2oc3ccccc3c(=O)c2C(c2cccnc2)N1Cc1ccco1 (stereo unspecified)	-3.0	17.0
19	COc1ccc(C)cc1NC(=O)CN1CCN(c2ccccc2F)CC1	-19.0	5.0
20	CCN(CC)S(=O)(=O)c1ccc2oc(C(=O)NCc3ccc(F)cc3)c(C)c2c1	33.0	2.0

entry	Autofluor Jurkat	VLA-4 allo ag
11	0.95	-10.5
12	1.05	0.0
13	1.09	0.0
14	1.11	4.0
15	1.02	-9.0
16	1.08	-2.6
17	1.05	-7.0
18	1.08	3.5
19	1.05	5.0
20	1.05	-11.0

entry	structure	VLA-4 antagonist	Prostate diff
21	O=C(NCCC1=CCCCC1)c1ccc2c(=O)n3c(nc2c1)CCCCC3	30.0	4.0
22	COc1ccc(S(=O)(=O)N(C)CC(=O)N2CCCCC2)cc1Cl	-24.0	10.0
23	Cn1c(C(=O)N2CCC(C(N)=O)CC2)cc2c(=O)n(C)c3ccccc3c21	4.0	3.0
24	O=C(NCc1ccco1)C1CCN(S(=O)(=O)N2CCOCC2)CC1	-36.0	9.0
25	CCOc1ccc(OCc2cccc(C(=O)N3CCCC3)c2)cc1	2.0	11.0
26	CNC(=O)c1ccc2nc(NC(C)=O)sc2c1	2.5	15.0
27	CCOC(=O)C1CCCN(c2c(N3CCc4ccccc4C3)c(=O)c2=O)C1 (stereo unspecified)	?	8.0
28	CCOc1ccccc1NC(=O)Cn1nnc(C(=O)Nc2ccc(C)cc2)c1N	?	9.0
29	COc1ccc(OC)c(Nc2cc(C(=O)NCCCN3CCOCC3)c3ccccc3n2)c1	-25.0	14.0
30	COc1cc(NC(=O)C2CCCN2C(=O)OCc2ccccc2)cc(OC)c1 (stereo unspecified)	-19.0	5.0

entry	Autofluor Jurkat	VLA-4 allo ag
21	1.31	-12.0
22	0.97	9.5
23	1.01	-1.0
24	1.03	-12.0
25	1.07	-3.5
26	1.01	4.5
27	1.12	?
28	1.05	?
29	1.12	-3.5
30	0.98	-12.0

entry	structure	VLA-4 antagonist	Prostate diff
31	COc1ccc(/C(O)=C2\C(=O)C(=O)N(c3cc(C)on3)C2c2ccccc2OC)cc1 (stereo unspecified)	-6.0	9.0
32	COc1ccc(-c2noc(-c3cccc(OC)c3OC)n2)cc1OC	?	20.0
33	CCCCN(CCCC)CCCNC(=O)CC1Oc2ccc(C)cc2NC1=O (stereo unspecified)	11.0	4.0
34	O=C(O)CCC(=O)Nc1ccc(N2CCOCC2)cc1	-22.0	6.0
35	O=C(O)c1ccn(Cn2cnc3ccccc32)n1	23.0	5.0
36	COCCn1c(C)cc(C(=O)COC(=O)c2n[nH]c3ccccc23)c1C	-6.5	6.0
37	COc1ccc(C2=NO[C@@H]3C(=O)N(c4cccc(C)c4C)C(=O)[C@H]23)cc1OC	1.0	17.0
38	Cc1cc(C(F)(F)F)nc(NCc2cccnc2)n1	?	7.0
39	CC(C)(C)n1ncc2c(=O)n(CC(=O)Nc3ccc(Cl)cc3)cnc21	7.0	4.0
40	CC(C)Cn1c(N)c(C(=O)NCCN2CCOCC2)c2nc3ccccc3nc21	-1.0	12.0

entry	Autofluor Jurkat	VLA-4 allo ag
31	1.01	-2.0
32	1.03	?
33	1	-0.3
34	0.99	2.0
35	0.96	7.0
36	0.99	-8.5
37	1.02	-2.0
38	1.35	?
39	1.02	4.0
40	1.05	-3.0

entry	structure	VLA-4 antagonist	Prostate diff
41	Cc1ccc(NC(=O)Nc2cccs2)cc1	18.0	3.0
42	Cc1ccc(S(=O)(=O)c2c(C)nn(C(C)(C)C)c2OC(=O)c2ccc(Br)o2)cc1	16.0	8.0
43	COc1cccc(-c2nn(C)c3sc(C(=O)N4CCN(c5ccccc5)CC4)cc23)c1	12.0	5.0
44	Clc1ccc2[nH]c3c(NCC4CCCO4)ncnc3c2c1 (stereo unspecified)	11.0	.
45	O=C(NCc1ccco1)c1cc2c(s1)CSC2	-7.3	6.0
46	O=C(c1ccco1)N1CCN(S(=O)(=O)c2cccc3nsnc23)CC1	-3.0	7.0
47	CC(=O)Nc1ccc(NC2=CC(=O)CC(C)(C)C2)cc1	-6.5	18.0
48	Cc1csc(NC(=O)CSc2nnc(Cn3c(=O)sc4ccccc43)n2-c2ccccc2)n1	-3.0	4.0
49	COc1ccc(CC(=O)Nc2c3c(nn2-c2cccc(Cl)c2)CS(=O)C3)cc1 (stereo unspecified)	-12.3	8.0
50	CC(C(=O)Oc1ccc2c(c1)OCO2)N1C(=O)c2ccccc2C1=O (stereo unspecified)	-8.5	10.0

entry	Autofluor Jurkat	VLA-4 allo ag
41	1	-4.0
42	1.03	6.0
43	1.09	-4.0
44	1.08	1.0
45	1	1.3
46	1.02	-3.0
47	0.96	3.5
48	0.99	-2.0
49	1.08	-3.0
50	0.95	0.5

entry	structure	VLA-4 antagonist	Prostate diff
51	Cn1c(C(=O)NCCN2CCN(c3ccccc3F)CC2)cc2c(=O)n(C)c3ccccc3c21	2.5	20.0
52	Cc1c(Cl)cccc1N1C(=O)c2ccccc2C1=O	-6.5	2.0
53	O=C(NC1CCCCCCC1)C1CCN(S(=O)(=O)N2CCCC2)CC1	6.0	8.0
54	Cc1ccc(N2C(=O)Nc3ccc(Br)cc3C2(O)C(=O)NCCCN(C)C)cc1C (stereo unspecified)	3.0	3.0
55	O=S(=O)(Nc1ncccn1)c1ccc(Nc2ncnc3ccccc23)cc1	-18.0	1.0
56	C=CCn1c(=N)n(CC(O)COc2ccccc2OC)c2ccccc21 (stereo unspecified)	2.0	12.0
57	O=C(CN1CCOCC1)NCC12CC3CC(CC(C3)C1)C2	-9.5	6.0
58	O=C(c1ccc2c(c1)OCO2)N1CCN=C1SCc1cccnc1	-2.0	16.0
59	CCOC(=O)c1sc2ncn(/N=C/N(C)C)c(=O)c2c1C	-5.0	6.0
60	O=C(Nc1ccncc1)C1c2ccccc2Oc2ccccc21	-5.0	4.0

entry	Autofluor Jurkat	VLA-4 allo ag
51	1.07	-3.0
52	1.01	-5.5
53	1.09	-2.0
54	1.01	0.0
55	1.02	-2.0
56	1.11	-1.0
57	0.9	7.0
58	1.06	0.0
59	1.02	1.0
60	1	-3.0

entry	structure	VLA-4 antagonist	Prostate diff
61	Cc1ccc(S(=O)(=O)CC(=O)N2CCCCCC2)cc1	?	5.0
62	O=c1c[n+]([O-])c2ccccc2n1OCc1c(F)cccc1F	?	13.0
63	Cc1cc(C)c(NC(=O)CSc2nc3c(c(=O)n2C)SC(C)C3)c(C)c1 (stereo unspecified)	-2.0	8.0
64	O=C(c1ccccc1F)N1CCN=C1SCc1cccnc1	12.0	1.0
65	CCc1nnc(NC(=O)CSc2nnc(-c3c[nH]c4ccccc34)n2C)s1	-9.0	11.0
66	Cc1cc(OCC(O)CN(CCO)CCO)ccc1Cl (stereo unspecified)	0.0	16.0
67	CC(=O)CC(C)=NCCN=C(C)CC(C)=O	9.0	13.0
68	O=S(=O)(c1ccc(F)cc1)N1CCCC(CO)C1 (stereo unspecified)	-2.0	4.0
69	CC(C)CNc1oc(-c2ccc(F)cc2)nc1C#N	2.0	2.0
70	CN(C)c1nc(Oc2ccc(N)cc2)nc(N(C)C)n1	?	7.0

entry	Autofluor Jurkat	VLA-4 allo ag
61	1.05	?
62	3.11*	?
63	1.01	-3.0
64	1.07	4.0
65	1.09	-1.0
66	1.11	-16.0
67	1.06	0.0
68	1.1	2.0
69	1.07	-3.7
70	1.04	?

entry	structure	VLA-4 antagonist	Prostate diff
71	COc1ccc(S(=O)(=O)Cc2ccc(C(=O)N3CCN(c4ccc(Cl)cc4)CC3)o2)cc1	15.0	7.0
72	CCn1c2ccccc2c2cc(NC(=O)CSc3nnc(C4CC4)n3Cc3ccco3)ccc21	18.0	1.0
73	COc1ccc(-c2cc(C(F)(F)F)nc(N3CCN(Cc4ccccc4)CC3)n2)cc1OC	-3.0	4.0
74	Cc1ccc(CCC(=O)Nc2ccc(S(N)(=O)=O)cc2)o1	-13.5	8.0
75	CCc1nn(C(C)C(=O)NCCN2CCN(c3cccc(C)c3C)CC2)c(=O)c2cc3occc3n12 (stereo unspecified)	14.0	13.0
76	COc1ccc(Nc2nc(N)nc(CN3CCC(Cc4ccccc4)CC3)n2)cc1	7.0	49.0*
77	Cc1cc(C(F)F)n2ncc(C(=O)NC3CCCCCC3)c2n1	-25.0	12.0
78	CCOc1ccc(C2CC(=O)c3c([nH]c(C(=O)OC)c3C)C2)cc1OC (stereo unspecified)	-2.0	7.0
79	Oc1c(CN2CCCCC2)cc(Br)c2cccnc12	32.0	7.0
80	COc1cccc(C2CC(c3ccc(C(C)C)cc3)n3nc(N)nc3N2)c1 (stereo unspecified)	11.0	11.0

entry	Autofluor Jurkat	VLA-4 allo ag
71	1.15	-11.0
72	1.06	-17.5
73	1.11	-4.0
74	1.12	3.0
75	1.18	-6.0
76	1	5.0
77	1.02	2.0
78	1.01	3.0
79	1.34	-4.3
80	1.13	2.0

entry	structure	VLA-4 antagonist	Prostate diff
81	CCCCNC(=O)c1nn(-c2ccccc2OC)c(=O)c2ccccc12	15.0	4.0
82	Cc1ccc(-c2nnc(SCC(=O)N3c4ccccc4NC(=O)C3(C)C)n2N)cc1	-13.0	16.0
83	CC(=O)NCCc1ccc(S(=O)(=O)NCc2ccc3c(c2)OCO3)cc1	-6.0	10.0
84	C#CCN1C(=O)C(O)(CC(=O)c2cc(OC)ccc2OC)c2ccccc21 (stereo unspecified)	-12.0	12.0
85	Cc1cc(NC(=O)CS(=O)(=O)c2cn(Cc3ccccc3Cl)c3ccccc23)no1	12.7	3.0
86	CCN(CC)CCCNC(=O)CC1Sc2ccccc2NC1=O (stereo unspecified)	5.0	4.0
87	COc1ccc(F)cc1S(=O)(=O)NC1CC(C)(C)NC(C)(C)C1	-5.0	5.0

entry	Autofluor Jurkat	VLA-4 allo ag
81	1	-5.0
82	1.05	-1.3
83	1.03	1.5
84	1.06	-2.5
85	1.08	-6.3
86	1.05	0.0
87	0.89	1.0

A portion of the library (hit frequency here may not be typical).
